Assay outcomes: PubChem BioAssay, several laboratories
V-ATPase pH: alters yeast V-ATPase proton transport; S. cerevisiae, pHLuorin cytosolic pH fluorescence; response, % at 10 µM; AID 504577; 350,000 compounds, 0.37% hits; in the data active means response mostly above about 7.3%, no sharp cut-off; inactive means mostly below about 5.4%; further: actives read high; inactives centre near 0; some compounds called inactive have numbers as strong as hits; reference of the scale not given here
CAL PDZ FP-1: CAL PDZ (human) peptide binding inhibition | 300,000 compounds, 0.92% hits | inhibition, % at 24.9 µM | purified CAL PDZ, TMR-peptide fluorescence polarization, 1 h | AID 602252 | Q9HD26;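 active means mean inhibition of at least 30% with at least half of replicates also reaching 30%; inconclusive means no clear call, values can overlap the other calls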;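 further: 0% = DMSO neutral control and 100% = excess unlabeled competitor peptide PRC23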
MITF TRPM1 HTS: MITF TRPM1 promoter activation in melanoma cells; SK-MEL-5 TRPM1-promoter luciferase, 24 h; % of positive control, neutral wells = 0; activation, % at 12.5 µM; 300,000 compounds, 0.75% hits;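 active means mean activation of at least 80% with every replicate also reaching 80%; inconclusive means mean reaches 80% but some replicate falls short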;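 further: 0% = neutral control wells and 100% = parthenolide positive control wells; values of inactives mirror those of a sister screen read the other way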
CAL PDZ FP-2: human CAL PDZ-peptide interaction inhibition | 330,000 compounds, 0.02% hits | purified CAL PDZ, TMR-peptide fluorescence polarization, 1 h | AID 504414 | inhibition, % at 20 µM | Q9HD26;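 active means highest replicate inhibition of at least 40%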;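 further: plate controls were DMSO neutral control wells for no effect and unlabeled competitor peptide control wells for full effect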
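material = purified tagged CAL PDZ domain construct (CerCALP) | compound dosing = 20 µM, one dose | times = 1 h at RT | measured by = fluorescence polarization from S- and P-plane intensities, G-factor corrected | read-out = inhibition from polarization loss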
Wnt act: activates Wnt/beta-catenin signaling in a reporter cell assay. 300,000 compounds, 1.2% hits. activator, plate reader. activation, % at 9.35 µM. AID 743398; in the data active means activation above about 30%, passing the limit was not always enough; inconclusive means no clear call, values can overlap the other calls;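 further: 0% = neutral control wells and 100% = positive control wells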
CDK5 p35 inh: blocks human CDK5/p35 kinase activity | 330,000 compounds, 0.01% hits | Recombinant CDK5/p35, ADP-Glo luminescence, 60 min | AID 488839 | inhibition, % at 10 µM;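 active means highest replicate inhibition of at least 50% and at least 75% of replicates reaching 50%; inconclusive means only one of the two criteria met; inactive means both criteria failed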;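 further: plate controls were DMSO neutral control for no effect and GW8510 at 10 µM for full effect; many of its hits are not listed in these tables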
Target sequence (Q00535 whole entry, looked up): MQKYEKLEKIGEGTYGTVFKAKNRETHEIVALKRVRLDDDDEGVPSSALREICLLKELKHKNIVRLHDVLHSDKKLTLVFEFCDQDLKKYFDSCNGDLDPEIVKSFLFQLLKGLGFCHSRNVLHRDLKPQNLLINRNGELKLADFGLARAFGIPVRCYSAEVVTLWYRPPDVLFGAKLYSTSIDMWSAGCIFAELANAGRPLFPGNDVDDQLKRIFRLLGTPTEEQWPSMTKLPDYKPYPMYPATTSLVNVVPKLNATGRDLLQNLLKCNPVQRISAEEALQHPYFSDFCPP
Target sequence (Q15078 whole entry, looked up): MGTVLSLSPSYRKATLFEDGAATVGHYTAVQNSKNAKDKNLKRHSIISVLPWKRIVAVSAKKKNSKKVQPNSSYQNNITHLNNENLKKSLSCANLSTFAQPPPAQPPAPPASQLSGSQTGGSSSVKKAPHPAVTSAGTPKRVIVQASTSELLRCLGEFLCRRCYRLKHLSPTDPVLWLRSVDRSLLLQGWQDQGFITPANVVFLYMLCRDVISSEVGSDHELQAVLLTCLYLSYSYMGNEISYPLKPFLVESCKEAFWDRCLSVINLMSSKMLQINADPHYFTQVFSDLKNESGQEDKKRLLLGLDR
cardiac RTF act: cardiac RTF calcium sensitization. IANBD-labeled TnC RTF fluorescence at EC20 calcium; 0% EC20 calcium, 100% full calcium. activation, % at 7.2 µM. 340,000 compounds, 0.24% hits. AID 493008;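 active means activation above the mean over all tested compounds plus 3 SD, cut at about 30% in these data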;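 further: rise in fluorescence read as greater calcium sensitivity of cardiac thin filaments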
Tat transport: inhibitors of E. coli Tat protein transport; E. coli MC4100 TorA-mCherry Tat export, fluorescence; inhibition, % at 10 µM; 340,000 compounds, 0.036% hits;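 active means mean replicate inhibition at least 50% and at least half of replicates individually reaching 50%; inconclusive means only one of the two criteria met; inactive means neither criterion met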;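 further: exported cargo escapes ClpAP degradation while cytoplasmic cargo is degraded and loses fluorescence; 0% = median of neutral control wells and 100% = median of NaSCN control wells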
Rtt109 HAT inh: blocks Candida albicans Rtt109/Vps75 acetyltransferase activity | Q5AAJ8 | purified Rtt109/Vps75, ThioGlo CoA-SH fluorescence, 4 h | inhibition, % at 34.9 µM | 330,000 compounds, 0.16% hits | AID 540336;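 active means inhibition of at least 50% in every replicate; inconclusive means best replicate reaches 50% inhibition but some replicates fall short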
dFosB act: enhances mouse delta FosB homodimer DNA binding | P13346 | activation, % at 25 µM | purified delta FosB, TAMRA-CDK5 oligo fluorescence polarization; percent of positive-control signal above neutral wells | 340,000 compounds, 0.99% hits | AID 493131;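 active means mean activation above about 17%, with every replicate also reaching it, limit read from the data, passing the limit was not always enough; inconclusive means only one of the two conditions met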;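 further: fluorescence polarization rise as delta FosB binds a TAMRA Cdk5 AP-1 oligo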
Target sequence (P13346 whole entry, looked up): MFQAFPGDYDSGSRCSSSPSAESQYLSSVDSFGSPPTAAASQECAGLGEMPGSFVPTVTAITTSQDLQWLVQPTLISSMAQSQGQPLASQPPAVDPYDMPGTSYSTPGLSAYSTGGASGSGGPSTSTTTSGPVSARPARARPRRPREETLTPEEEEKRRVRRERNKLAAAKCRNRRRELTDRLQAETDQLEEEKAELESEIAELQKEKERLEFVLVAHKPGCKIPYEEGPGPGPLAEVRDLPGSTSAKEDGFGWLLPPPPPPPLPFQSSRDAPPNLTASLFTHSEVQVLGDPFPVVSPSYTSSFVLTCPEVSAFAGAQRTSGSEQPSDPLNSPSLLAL
Starred values were filed as active, the others as inactive; ? = inconclusive; . = no result given.

nr	structure	V-ATPase pH	CAL PDZ FP-1	MITF TRPM1 HTS	CAL PDZ FP-2	Wnt act
1	OCCCCNCc1cc(Br)ccc1OCc1ccccc1F	0	.	4	-0.5	0
2	Nc1c(C=C2C=CC(=O)C=C2)c(=O)nc2sc(CC(=O)N3CCCC3)nn12	3	0	-2	-1.8	1
3	N#CCc1ccc(C(=O)c2ccccc2)s1	-5	-1	2	-0.9	.
4	O=C(Nc1ccccc1)c1ccc(C(=O)Nc2ccccc2)nc1	2	-7	55	-1.0	44*
5	O=C(CN1CCCCCC1)Nc1ccc(Br)cc1Br	3	-6	72	-0.8	14
6	O=C(CCNC(=O)N1CC(=O)Nc2ccccc21)Nc1ccc(F)c(Cl)c1	0	-6	-7	-2.7	0
7	CCC(=O)Nc1c(-c2ccc(C)cc2)nc2ccc(C)cn12	2	-2	7	1.2	1
8	COC(=O)C(Cc1ccccc1)NC(=O)CCc1c[nH]c2ccccc12 (stereo not given)	2	-3	-5	-0.2	-1
9	Cc1sc2c(c1C)CN(C(C)(C)C)CN2C(=O)c1ccccc1	-5	-3	1	-0.6	.
10	CCn1c(=O)c2c(nc(SCc3ccccn3)n2C)n(C)c1=O	.	-1	-6	-0.8	.

nr	CDK5 p35 inh	cardiac RTF act	Tat transport	Rtt109 HAT inh	dFosB act
1	-0.5	3	-16	-3	-8
2	0.8	1	-1	7	-7
3	-0.2	-1	0	-2	-4
4	0.1	0	-6	-5	-4
5	0.7	-2	15	6	2
6	4.6	-4	-13	-2	0
7	0.5	-11	8	-13	-6
8	0.9	2	-13	7	-1
9	2.1	8	1	-9	-11
10	1.0	2	-2	5	0

Further records:
nr	structure	V-ATPase pH	CAL PDZ FP-1	MITF TRPM1 HTS	CAL PDZ FP-2	Wnt act
11	COc1ccc(C)cc1S(=O)(=O)NCC(c1ccc2c(c1)OCO2)N1CCOCC1 (stereo not given)	11*	-1	-1	-1.8	-4
12	Nc1nnc(/C=C/c2ccccc2Cl)s1	-3	-7	.	-1.2	55*
13	Cn1c(SCC(=O)Nc2nccs2)nnc1C1CC1	-1	-1	3	-1.0	3
14	O=C(c1cc2ncc(Br)cn2n1)N1CCN(C(=O)c2ccco2)CC1	-6	.	-4	0.6	.
15	CCCC(=O)c1ccc(N2CCN(C(=O)c3ccccc3Br)CC2)c(F)c1	4	-6	-4	-1.2	.
16	CCOc1cccc2cc(C(=O)NCCC3=CCCCC3)c(=O)oc12	-1	-1	66	-1.3	0
17	CC(=O)c1cc(C#N)c(SCc2ccccc2C#N)nc1C	1	-2	0	-0.9	.
18	CC(C)CCNC(=O)C1CCN(Cc2cccc(OCc3ccccc3)c2)CC1	-6	-3	.	-0.2	-1
19	CC(=O)NCCOc1cccc2cccnc12	1	-2	-11	-0.1	.
20	COc1cc2c(cc1C1NC(=S)NC(C)=C1C(N)=O)CCCC2 (stereo not given)	1	-8	-5	-0.5	-2

nr	CDK5 p35 inh	cardiac RTF act	Tat transport	Rtt109 HAT inh	dFosB act
11	-1.4	6	0	3	-6
12	0.0	-3	-5	-3	-8
13	-0.8	-2	2	-7	-3
14	-0.5	3	6	3	3
15	1.0	0	7	13	-6
16	-0.1	0	-5	3	-23
17	-2.0	-3	-1	4	-2
18	1.0	-2	1	4	-1
19	-1.4	6	4	4	-9
20	0.9	2	-6	.	-7

Next part.
nr	structure	V-ATPase pH	CAL PDZ FP-1	MITF TRPM1 HTS	CAL PDZ FP-2	Wnt act
21	CN(CC(=O)Nc1ccccc1C(F)(F)F)C(=O)C1CCN(C(=O)c2ccc(Cl)cc2)CC1	0	-2	-10	-0.2	-5
22	CC(C)Nc1nc(NC(C)C)nc(C(=O)OCCO)n1	2	.	.	-1.1	-1
23	COC(=O)c1nn(-c2c(C)n(C)n(-c3ccccc3)c2=O)cc1O	-2	-3	-8	0.9	.
24	COc1cccc(C(=O)Nc2c3c(nn2-c2ccc([N+](=O)[O-])cc2)CS(=O)(=O)C3)c1	-3	-1	4	-1.1	3
25	CCC1(c2ccccc2)NC(=O)N(CC(=O)N(C)Cc2ccccc2)C1=O (stereo not given)	-2	-2	3	-0.3	-2
26	Cc1csc(NC(=O)CCn2c(=O)oc3ccccc32)n1	1	-5	.	.	-1
27	CSc1cccc(NC(=O)CCNC(=O)c2ccco2)c1	-4	-5	-4	-2.1	0
28	OC1=C(O)c2nc3cc(F)ccc3nc21	0	.	.	-0.9	3
29	COc1ccccc1C(=O)Nc1ccnn1C1CCN(Cc2cnn(C)c2)CC1	-3	-4	-11	-1.3	-1
30	Cn1nc(C(=O)NCc2ccco2)c2ccccc2c1=O	-2	0	-7	0.0	-1

nr	CDK5 p35 inh	cardiac RTF act	Tat transport	Rtt109 HAT inh	dFosB act
21	-0.6	-2	-3	0	-1
22	3.7	-1	0	6	-6
23	0.5	3	-1	-5	5
24	.	-3	-3	-4	-4
25	-0.9	-7	4	-5	-6
26	-0.2	6	19	4	-1
27	0.5	0	2	-6	-1
28	1.3	.	-1	-4	-4
29	0.5	-4	?	7	-9
30	2.8	-6	-6	-11	-2

2 compounds from above, reduced to Rtt109 HAT inh.
#	Structure	Rtt109 HAT inh
25	CCC1(c2ccccc2)NC(=O)N(CC(=O)N(C)Cc2ccccc2)C1=O (stereo not given)	-5
26	Cc1csc(NC(=O)CCn2c(=O)oc3ccccc32)n1	4

Going on with the list.
nr	structure	V-ATPase pH	CAL PDZ FP-1	MITF TRPM1 HTS	CAL PDZ FP-2	Wnt act
31	Cc1cccc(OCC(=O)N2CCOCC2)c1	-2	-2	11	-0.5	.
32	Cc1ccc(C(C(=O)NC2CCCC2)N(C(=O)c2csnn2)C2CC2)cc1 (stereo not given)	2	1	4	-0.4	-6
33	Cc1ccccc1OC(C)c1nc(-c2ccccc2)no1 (stereo not given)	4	-2	23	0.0	0
34	Cc1cccc(Nc2nc(N)c([N+](=O)[O-])c(NCc3ccco3)n2)c1	-4	.	-2	0.7	-4
35	C/C(=N\NC(=O)c1ccc(N2CCCC2=O)cc1)c1ccc(O)cc1O	2	.	1	-0.3	3
36	CC(CN1CCN(CC(C)C(=O)c2ccccc2)CC1)C(=O)c1ccccc1 (stereo not given)	0	-5	-1	-0.2	-2
37	Cc1ccccc1C(=O)NC(CC(C)C)C(=O)N1CCN(c2ccccc2)CC1 (stereo not given)	3	35*	-7	-0.6	-3
38	O=C(CNC(=O)C12CC3CC(CC(C3)C1)C2)N/N=C\c1ccco1	-1	-2	4	0.0	0
39	Cc1ccc(CNC(=O)C(Cc2ccccc2)NS(=O)(=O)c2ccc3c(c2)CCC(=O)N3)cc1 (stereo not given)	-1	0	-9	0.2	-3
40	COc1ccc(CNc2ncc(-c3ccccc3)n2C)cc1	0	-5	.	1.1	-1

nr	CDK5 p35 inh	cardiac RTF act	Tat transport	Rtt109 HAT inh	dFosB act
31	0.1	1	?	0	11
32	1.0	-3	-2	2	-6
33	-0.2	1	7	-2	-5
34	-0.1	1	15	25	53*
35	2.9	-3	5	-8	-3
36	-1.2	-4	19	0	-5
37	2.6	-3	0	2	-8
38	-1.3	-2	1	-6	7
39	-1.6	0	2	-12	0
40	0.6	-8	-5	12	-3

Further entries
nr	structure	V-ATPase pH	CAL PDZ FP-1	MITF TRPM1 HTS	CAL PDZ FP-2	Wnt act
41	O=C(CCn1cccc1)NCc1ccc2c(c1)OCO2	0	-1	-5	0.0	.
42	Cc1ccc(-n2nnnc2SCC(=O)Nc2ncc(Cc3ccccc3Cl)s2)cc1	1	-5	3	-0.2	.
43	O=C(Nc1nc2ccccc2s1)C1c2ccccc2Oc2ccccc21	-1	8	-9	-2.1	-12
44	CC1=C(C#N)C(NC(=O)C2CCCCC2)(C(F)(F)F)C(=O)N1 (stereo not given)	1	-3	1	-0.8	.
45	O=C(CNCc1ccc(Cl)cc1)Nc1cc(S(=O)(=O)N2CCCC2)ccc1Cl	-7	-2	-10	-1.4	0
46	Cc1cc(NC(=O)COC(=O)c2ccccc2[N+](=O)[O-])no1	-3	-2	13	0.0	1
47	O=C(CS(=O)(=O)c1ccc(Cl)cc1)NCc1ccccc1	-3	-2	8	-2.4	-2
48	O=C(COc1ccccc1Cl)N1CCN(c2ccc([N+](=O)[O-])c(N3CCCCC3)c2)CC1	1	-3	3	-0.4	2
49	CCN(CC)S(=O)(=O)c1ccc(N2CCOCC2)c(NC(=O)CNCCc2ccccc2)c1	0	-1	11	-3.8	-7
50	Cc1ccc(N(C(=O)c2ccco2)C(C(=O)NC2CCCC2)c2cccnc2)cc1C (stereo not given)	-2	-4	-5	-2.7	1

nr	CDK5 p35 inh	cardiac RTF act	Tat transport	Rtt109 HAT inh	dFosB act
41	2.6	3	-2	3	2
42	.	3	-3	0	104*
43	0.6	-4	2	8	-1
44	0.0	2	4	-7	-1
45	1.4	0	-1	-5	-9
46	-3.5	-1	4	-3	0
47	.	1	-6	2	-1
48	0.4	-2	8	6	-4
49	-0.3	3	3	25	-12
50	-0.2	0	1	11	-4

(continued)
nr	structure	V-ATPase pH	CAL PDZ FP-1	MITF TRPM1 HTS	CAL PDZ FP-2	Wnt act
51	Cc1cccn2c(CN3CCSCC3)c(C(=O)N3CCOCC3)nc12	-2	5	3	-0.7	-2
52	Cc1ccc(C)c(S(=O)(=O)/N=C(/Nc2ccccc2)c2ccccc2)c1	6	12	8	-0.6	1
53	Cc1cc(OCCN2CCOCC2)ccc1Cl	1	-3	71	.	11
54	Cc1ccc(N/C=C/C(=O)c2cccs2)cc1C	-1	-4	3	-0.2	4
55	COc1cc(NC(=O)c2cc([N+](=O)[O-])ccc2NC(=O)CNC2CCCCC2C)cc(OC)c1 (stereo not given)	2	-1	11	-2.3	-13
56	COCCn1c(SCc2cc(=O)n3ccsc3n2)nnc1-c1ccncc1	1	3	3	-0.4	0
57	Cn1cccc1CC(=O)N/N=C\c1ccccc1	-1	3	-3	-0.7	0
58	CC(C)(C)c1ccc(C(=O)N2CCCC2)s1	-5	.	12	-0.6	6
59	O=C(c1ccco1)N1CCN(c2cc(N3CCOCC3)c(F)cc2[N+](=O)[O-])CC1	-1	23	-10	-0.4	-1
60	CCC1CC2CC(NC(C)=O)C1C2 (stereo not given)	-1	-7	-2	0.4	.

nr	CDK5 p35 inh	cardiac RTF act	Tat transport	Rtt109 HAT inh	dFosB act
51	1.1	10	2	-1	-4
52	0.8	-1	-5	-2	-13
53	1.0	2	-1	0	4
54	0.9	.	-3	0	4
55	0.3	-4	3	6	-14
56	0.6	-1	-3	-23	-7
57	-0.1	.	24	-3	0
58	2.0	0	13	1	-1
59	0.5	8	-1	5	1
60	-0.7	5	0	4	-2

No enrichment for hits (roughly 4.1% active in at least one column).
